TEAD-YAP inh: TEAD-YAP interaction inhibition | actives 1.4% (n = 640,000) | AID 1259422 | inhibition, % at 9.12 µM | HEK-TIYL cells, TEAD-Gal4/YAP UAS-luciferase luminescence; in the data active = inhibition above about 32%;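 note: 0% = median of test compound wells and 100% = reference inhibitor wells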
FBW7 activator: activators of human E3 ligase FBW7 | Q969H0 | AlphaScreen FBW7–phospho-cyclin E peptide binding, activator screen | normalized activity (activation), % at 26.1 µM | actives 0.13% (n = 650,000) | AID 1259310; in the data active = normalized activity above about 1.9%;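 note: purified mutant Fbw7 with reduced substrate affinity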
MITF inh: blocks human microphthalmia-associated transcription factor; inhibition, % at 2.6 µM; AlphaScreen MITF homodimerization, bead proximity signal; O75030; actives 0.91% (n = 650,000); AID 1259374; in the data active = inhibition above about 50%;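 note: 0% = vehicle wells with protein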
Target sequence (O75030 whole entry, looked up): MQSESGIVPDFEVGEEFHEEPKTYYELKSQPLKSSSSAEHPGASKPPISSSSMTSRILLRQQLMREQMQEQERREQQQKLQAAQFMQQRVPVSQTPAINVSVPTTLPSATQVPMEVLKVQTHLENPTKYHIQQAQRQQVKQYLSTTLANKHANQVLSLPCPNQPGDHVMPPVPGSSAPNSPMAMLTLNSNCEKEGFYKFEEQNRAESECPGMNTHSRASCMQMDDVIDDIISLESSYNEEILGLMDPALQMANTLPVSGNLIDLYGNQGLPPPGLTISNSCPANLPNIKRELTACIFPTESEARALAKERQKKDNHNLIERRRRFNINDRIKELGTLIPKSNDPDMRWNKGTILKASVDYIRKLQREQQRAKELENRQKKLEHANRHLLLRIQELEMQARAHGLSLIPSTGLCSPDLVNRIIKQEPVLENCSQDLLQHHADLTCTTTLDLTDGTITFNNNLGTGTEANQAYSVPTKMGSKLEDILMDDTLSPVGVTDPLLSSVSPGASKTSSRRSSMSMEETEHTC
GPR151 ag: activates the human receptor GPR151; Q8TDV0; PathHunter beta-arrestin GPR151 cells, luminescence; activation, % at 11.2 µM; actives 1% (n = 650,000); AID 1508602; in the data active = activation above about 4.9%;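 note: 0% = median of compound wells and 100% = cells with positive control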
Target sequence (Q8TDV0 whole entry, looked up): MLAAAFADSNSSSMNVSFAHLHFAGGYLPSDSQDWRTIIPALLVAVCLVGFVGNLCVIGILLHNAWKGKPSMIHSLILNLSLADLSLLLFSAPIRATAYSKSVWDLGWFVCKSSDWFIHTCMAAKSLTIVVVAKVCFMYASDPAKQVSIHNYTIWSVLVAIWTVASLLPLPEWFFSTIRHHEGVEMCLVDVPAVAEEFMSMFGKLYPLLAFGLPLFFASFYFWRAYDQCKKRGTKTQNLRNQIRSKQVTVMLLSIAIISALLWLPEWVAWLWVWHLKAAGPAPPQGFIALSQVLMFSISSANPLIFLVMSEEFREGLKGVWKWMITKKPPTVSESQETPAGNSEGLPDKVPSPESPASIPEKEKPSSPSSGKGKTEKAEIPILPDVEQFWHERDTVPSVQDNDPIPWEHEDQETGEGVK
An asterisk follows results filed as active.

SMILES	TEAD-YAP inh	FBW7 activator	MITF inh	GPR151 ag
CC(=O)C1=C(C)N=c2s/c(=C/c3ccc4c(c3)OCO4)c(=O)n2C1c1ccc(N(C)C)cc1 (configuration not stated)	-20	-0.1	7	0.0
COC(=O)Cn1cc(S(=O)(=O)Nc2cccnc2)c2cc([N+](=O)[O-])ccc21	-1	0.0	-13	0.4
CCN1C(=O)C2(/C(=C(\O)c3ccc(OC)cc3)C(=O)C(=O)N2CCOC)c2ccccc21 (configuration not stated)	-5	-0.1	-9	0.4
CCC(CC)C(=O)Nc1c2c(nn1-c1ccc(Oc3ccccc3)cc1)CSC2	-7	0.1	-1	0.2
COC(=O)c1ccc(NC(=O)CSc2nc3sc(C)c(C)c3c(=O)[nH]2)cc1	-25	0.2	-2	0.2
Cc1ccc(NCCNC(=O)Nc2cccc(F)c2)nn1	-9	0.0	6	1.2
NC(=O)CSc1nc2nccnc2c(=O)n1Cc1ccc(Cl)cc1	0	0.1	5	1.8
Cc1c(NC(=S)NC(=O)c2cccc([N+](=O)[O-])c2)c(=O)n(-c2ccccc2)n1C	16	-0.1	8	-0.3
COc1ccc(N(C(=O)c2cccnc2)S(=O)(=O)c2ccc(OC)c(OC)c2)cc1	15	0.0	-2	1.1
Cc1ccc(S(=O)(=O)N2CCN(Cc3csc(C)n3)CC2)cc1	-10	-0.1	-14	0.2

Reprinted from the part before: 2 entries, followed by the next part.
SMILES	TEAD-YAP inh	FBW7 activator	MITF inh	GPR151 ag
COc1ccc(N(C(=O)c2cccnc2)S(=O)(=O)c2ccc(OC)c(OC)c2)cc1	15	0.0	-2	1.1
Cc1ccc(S(=O)(=O)N2CCN(Cc3csc(C)n3)CC2)cc1	-10	-0.1	-14	0.2
CCOC(=O)c1ccoc1CN1c2cccc3cccc(c23)S1(=O)=O	-12	0.1	-1	0.4
CC1CCCCN1C(=O)c1cc(-c2ccc(Br)cc2)on1 (configuration not stated)	-47	0.1	11	0.9
CCOC(=O)Cc1csc(NC(=O)c2c(O)c3ccccc3n(C)c2=O)n1	16	-0.1	8	0.2
Cc1cnc(C)c(-c2ccc(F)c3c2OC(CNC(=O)c2ccc(-n4cccn4)cc2)C3)n1 (configuration not stated)	11	0.2	9	3.2
CCn1nc(C)c(CN2CCN(Cc3ccc(C)cc3)C(CCO)C2)c1C (configuration not stated)	5	0.0	-6	0.5
NC(=O)Cn1cnc2sc3c(c2c1=O)CCCC3	-8	-0.1	-12	-1.4
Cc1cc(-c2cnc(C)nc2C2CCN(CC(=O)N3CCC(C(N)=O)CC3)CC2)on1	-1	-0.1	-4	-0.6
CC(=O)c1c(C(C)=O)c(C)n(-c2cccc([N+](=O)[O-])c2)c1C	1	-0.1	-18	-0.9
Cc1cnc(Nc2cnccn2)nc1NCCN1CCOCC1	-1	0.0	-3	-0.8
Nc1nc(N)c2sc3nccc(-c4cccnc4)c3c2n1	-17	0.1	18	-0.9
COc1ncccc1C(=O)Nc1onc2c1CSC2	-9	-0.3	7	0.0
COc1ccccc1N1CCN(C2CCCN(C(=O)CCC(=O)c3ccccc3)C2)CC1 (configuration not stated)	-2	-0.1	-4	-0.4
Cc1ccccc1CCN(C(=O)c1csnn1)C(C(=O)NC1CCCC1)c1ccncc1 (configuration not stated)	-8	-0.1	5	0.5
C/C(=N\NC(=O)c1ccccn1)c1ccc2c(c1)CCCC2	-48	-0.2	-12	-1.1
COc1ccc(CCNC(=O)C2CCN(c3ccc(Nc4ccccc4)nn3)CC2)cc1	2	-0.1	-6	2.3
CCOC(=O)c1c(NC(=O)COc2c(C)cccc2C)sc2c1CCC2	6	0.3	12	-0.5
COc1ccc2c(c1)-c1c(ssc1=S)C(C)(C)N2C(=O)/C=C/c1ccc(OC)c(OC)c1	-1	-0.5	21	1.8
COc1ccccc1-n1cc(CN2CCN(Cc3cccs3)C(CCO)C2)cn1 (configuration not stated)	-3	0.0	-3	0.8
CCc1ccc(C(=O)N[C@H]2C[C@H]3C(=O)N[C@@H](Cc4ccc(Cl)cc4)C(=O)N3C2)cc1	0	0.1	11	-0.3
NS(=O)(=O)c1ccc(CNC2CC(=O)N(c3ccccc3F)C2=O)cc1 (configuration not stated)	-5	-0.1	-4	-1.6
CCOC(=O)c1c(NC(=O)CSc2nnc3sc4ccccc4n23)sc2c1CCCCC2	15	0.1	9	0.9
O=C(Nc1cccc(-c2nc3ccccc3c(=O)o2)c1)c1ccc([N+](=O)[O-])cc1	1	-0.1	-6	0.7
Cc1cccc(C(=O)NC2CCNCC2)c1	-8	-0.1	-3	0.0
Cn1c(C(=O)NCc2ccc3c(c2)OCO3)cc2c(=O)n3ccccc3nc21	0	0.4	2	-0.2
O=C(NCc1ccc(F)cc1)c1ccc2c(=O)n(CCCN3CCCC3=O)c(=S)[nH]c2c1	-8	-0.1	-12	0.8
CC1CCC(NCC(O)COCc2ccc(Cl)cc2)CC1 (configuration not stated)	-3	-0.1	27	-2.0
Cc1cccc(NC(=O)CCCCCN2C(=O)c3ccccc3C2=O)c1	4	0.2	-10	0.3
COCCNc1c(C)c(C)nc2c(-c3ccc(OC)cc3)c(C)nn12	-4	0.0	5	0.2
N#Cc1c(NC(=O)/C=C\C(=O)O)sc2c1CCCCCC2	-2	0.6	9	-1.4
CCOC(=O)N1CCN(C(=O)CN(c2cccc(Br)c2)S(C)(=O)=O)CC1	1	1.5	24	-1.1
O=C(NNC1CCCCC1)C(O)(c1ccccc1)c1ccccc1	-2	0.1	14	-0.6
N#C/C(=C\c1c(Oc2ccccc2Cl)nc2ccccn2c1=O)C(=O)N1CCCCC1	6	-0.1	7	-6.9
O=C(CCC(=O)NC1CCCCC1)N/N=C/c1ccc(F)cc1	0	0.0	-9	1.9
COc1ccc(-c2oc3cc(OC)c(OC)c(OC)c3c(=O)c2OC)cc1	3	0.0	9	2.6
O=C(c1nc2sccn2c1CN1CCN(c2ccccc2Cl)CC1)N1CCCCC1	13	0.2	2	-0.9
Cc1ccc(N2CC(c3nc4ccccc4[nH]3)CC2=O)cc1Cl (configuration not stated)	5	0.3	11	-0.9
CCOC(=O)C1=C(C)N(C)C(=O)C1(c1cc(C)c(O)c(C)c1)C(F)(F)F (configuration not stated)	14	0.3	7	0.5
Cc1ccc(OCC(=O)NCC(c2cccc3ccccc23)N2CCOCC2)cc1 (configuration not stated)	2	0.0	6	1.1
Cc1ccc(NC(=O)CSc2nnc(-c3ccc(O)cc3)n2C)cc1[N+](=O)[O-]	12	-0.2	9	0.6
COC(=O)c1ccc(N2C(=O)C3ON(c4ccccc4)C(c4ccc(F)cc4)C3C2=O)cc1 (configuration not stated)	-10	0.2	15	0.1
Cc1cc(Cl)ccc1NC(=O)N[C@H]1C[C@H]2C(=O)N3CCC[C@H]3C(=O)N2C1	-3	-0.1	2	0.5
O=C(COc1ccccc1)Nc1cccc(NC(=O)Cc2ccc(Cl)cc2)c1	-1	-0.1	9	-0.2
CN(CCO)C(=O)c1cnc2scc(-c3ccccc3)n2c1=O	8	0.1	10	-0.2
O=C(N/N=C/c1cc2c(cc1[N+](=O)[O-])OCO2)c1ccncc1	5	-0.5	14	-0.9
Cc1ccc(-c2c(C(=O)NCCCN3CCN(c4ccccc4F)CC3)oc(=O)c3ccccc23)cc1	1	0.0	6	-0.6
CC(=O)NCCCc1nc2ccccc2n1C	-5	-0.1	0	-0.1
CCN(Cc1ccccc1)C(=O)c1cc(-c2ccccc2)n[nH]1	-52	-0.2	2	-0.4
COc1ccc(C2=NOC(C(=O)Nc3ccc(C#N)cc3)C2)cc1OC (configuration not stated)	-4	-0.1	14	0.3
CN(c1ccc(Br)cc1)S(=O)(=O)c1ccc2[nH]cc(C(=O)NCCN3CCOCC3)c(=O)c2c1	-9	0.1	0	-1.3
Cn1c(SCC(=O)Nc2nccs2)nnc1-c1cc2ccccc2o1	0	1.4	14	-0.1
(next part)
SMILES	TEAD-YAP inh	FBW7 activator	MITF inh	GPR151 ag
O=C(CSc1nc2ccccc2s1)OCC(=O)c1ccccc1	-5	0.2	15	-0.8
Cn1c(CN2CCOCC2)nnc1SCC(=O)NCc1ccccc1	-1	-0.1	2	0.0
COc1ccc(C(=S)N2CC(C)OC(C)C2)cc1 (configuration not stated)	7	-0.2	-7	-0.9
CC(C)NC(=O)CN(c1ccccc1Cl)S(C)(=O)=O	7	-0.3	-1	0.5
Cn1cnnc1SCc1ccc(C(=O)c2ccccc2)cc1	-22	0.4	9	2.9
CCCCN(C)C(=O)CCC1(Cc2ccc(OC)cc2)CCC(=O)N1 (configuration not stated)	9	-0.1	-2	-0.1
O=C(Cn1ncc2c1-c1ccccc1OC2)Nc1ccc(F)cc1Cl	-2	0.8	-3	-0.4
Cc1ccccc1OCC(=O)N(C)c1ccc(NC(=O)C(F)(F)F)cc1	-1	0.2	7	-0.2
Cc1ccc(N2C(=O)C3C4C=CC(CNC(=S)Nc5ccc(F)cc5)(O4)C3C2=O)cc1 (configuration not stated)	10	0.4	15	-1.7
CCc1ccc(CCC(=O)Nc2nc3c(s2)CCCC3)o1	-47	-0.2	3	3.6
C(=C\c1ccccc1)/Sc1cccc2cccnc12	-67	0.5	5	-1.6
CC1(C)CCc2c(nc3nonc3c2N)C1=O	-14	0.2	16	-1.0
Cc1ccc(CNC(=O)CSc2nc3ccccc3c3nc(CCN4CCCCC4)nn23)cc1	-7	-0.1	7	-0.2
CCNC(=O)CN(CCc1ccccc1)S(=O)(=O)c1ccc(OC)cc1	-6	0.0	-15	1.8
O=c1c2ccccc2[nH]c(=S)n1Nc1ccc2c(Cl)cc(Cl)c(O)c2n1	2	0.0	4	2.7
CCC(c1nnnn1CCOC)N(Cc1cc2ccc(OC)cc2[nH]c1=O)C1CCCC1 (configuration not stated)	58*	0.1	-2	0.5
O=C(CSc1nnc(-c2cccnc2)n1-c1ccccc1)N1CCc2ccccc21	1	0.1	3	-2.1
CCN(C(=O)c1cccc(C(=O)N(CC)c2ccccc2C)c1)c1ccccc1C	7	0.1	5	0.8
COC(=O)c1ccc(CNC(=O)CCl)cc1	8	0.1	17	-0.4
Cc1ncoc1C(=O)N1Cc2ccccc2OC(c2ccccc2)C1 (configuration not stated)	-8	-0.1	8	1.4
CCN1C(=O)/C(=C\C(C)=C\c2ccco2)SC1=S	-6	0.1	18	0.0
CCN1CCCC1CNC(=O)c1cc2c(=O)n(CC)c3ccccc3c2s1 (configuration not stated)	-5	-0.1	10	-0.5
N#Cc1cc2c(=O)n3ccccc3nc2n(-c2nccs2)c1=O	3	0.0	3	2.0
O=C(Cn1c2c(c(=O)n(C3CCCCC3)c1=O)CCC2)Nc1nc2ccccc2s1	1	-0.1	-11	-0.5
COc1cccc(S(=O)(=O)N2CCCC2)c1	-2	-0.1	-12	-0.3
CC(C)Sc1nnnn1-c1ccc(F)cc1	8	0.0	5	0.8
Cc1ccc(NC(=O)c2sc3ncnc(N(C)c4ccccc4)c3c2C)c(Br)c1	4	0.0	3	0.7
CCCN1C(=O)C(C)(C)COc2cc(NC(=O)c3c(F)cccc3Cl)ccc21	-3	0.0	-4	-0.3
Cc1[nH]n(-c2ccccc2)c(=O)c1C=NCCO	-16	-0.1	-12	1.0
CC1(C)CC2CC(C)(CN2c2ccc(N3C(=O)CCC3=O)cc2[N+](=O)[O-])C1 (configuration not stated)	-13	0.1	-1	0.1
C1=C(c2cccs2)Nc2nnnn2C1c1ccccc1 (configuration not stated)	-8	0.5	12	1.6
NC(=O)C1(N2CCCCC2)CCN(S(=O)(=O)c2ccccc2[N+](=O)[O-])CC1	8	-0.1	-1	0.0
CCc1ccc(C2C(C(=O)OC(C)C)=C(C)NC3=C2C(=O)CC(c2cccs2)C3)s1 (configuration not stated)	-8	0.2	2	1.4
O=[N+]([O-])c1cc(S(=O)(=O)N2CCCC2)ccc1Oc1ccc(Br)cc1F	5	-0.2	7	0.7

Filtered by structure: those above containing a thiophene ring, fused or not (11)
SMILES	TEAD-YAP inh	FBW7 activator	MITF inh	GPR151 ag
COC(=O)c1ccc(NC(=O)CSc2nc3sc(C)c(C)c3c(=O)[nH]2)cc1	-25	0.2	-2	0.2
NC(=O)Cn1cnc2sc3c(c2c1=O)CCCC3	-8	-0.1	-12	-1.4
Nc1nc(N)c2sc3nccc(-c4cccnc4)c3c2n1	-17	0.1	18	-0.9
CCOC(=O)c1c(NC(=O)COc2c(C)cccc2C)sc2c1CCC2	6	0.3	12	-0.5
COc1ccccc1-n1cc(CN2CCN(Cc3cccs3)C(CCO)C2)cn1 (configuration not stated)	-3	0.0	-3	0.8
CCOC(=O)c1c(NC(=O)CSc2nnc3sc4ccccc4n23)sc2c1CCCCC2	15	0.1	9	0.9
N#Cc1c(NC(=O)/C=C\C(=O)O)sc2c1CCCCCC2	-2	0.6	9	-1.4
CCN1CCCC1CNC(=O)c1cc2c(=O)n(CC)c3ccccc3c2s1 (configuration not stated)	-5	-0.1	10	-0.5
Cc1ccc(NC(=O)c2sc3ncnc(N(C)c4ccccc4)c3c2C)c(Br)c1	4	0.0	3	0.7
C1=C(c2cccs2)Nc2nnnn2C1c1ccccc1 (configuration not stated)	-8	0.5	12	1.6
CCc1ccc(C2C(C(=O)OC(C)C)=C(C)NC3=C2C(=O)CC(c2cccs2)C3)s1 (configuration not stated)	-8	0.2	2	1.4

Screens: PubChem, The Scripps Research Institute Molecular Screening Center
